Screening results as filed in PubChem BioAssay.
Myeloid diff 2: myeloid differentiation induction | ER-HoxA9 myeloid progenitors, lysozyme-GFP differentiation, flow cytometry | calls only at 10 µM | actives 1% (n = 360,000) | AID 624256;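 active = normalized GFP-positive differentiation at or above the plate's own cutoff, the solvent-only control mean plus 3 SD; inconclusive = no clear call, values can overlap the other calls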;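 also: cells exposed to compound for four days before flow analysis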
West Nile antiviral: inhibition of WNV-induced cytopathic effect – cell-based, CPE readout (AID 1621); West Nile virus-infected cells, CPE inhibition; higher % means a stronger effect; actives 0.02% (n = 290,000); CPE inhibition, % at 10 µM; hits with a dose series show IC50 in µM; in the data active = a potency from the dose series; inconclusive = CPE inhibition mostly from about 3.7% at the one dose, without a potency; inactive = the rest, 99 in 100 with CPE inhibition below about 2.2%; also: strong numbers were not always called active
MgcRacGAP inhibition: MgcRacGAP GTPase-activating activity inhibitors, confirmation, biochemical, ADP Hunter fluorescence | actives 0.6% (n = 340,000) | MgcRacGAP-stimulated Rac1 GTP hydrolysis, ADP Hunter fluorescence; higher % means a stronger effect; GST-tagged Rac1 F28L mutant substrate | inhibition, % at 30 µM; hits with a dose series show IC50 in µM | AID 624330;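 active = first-screen hits whose inhibition reached a set limit at any dose in the follow-up dose series; inconclusive = inhibition above the set first-screen limit but never retested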;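 also: fluorescence reports GDP produced by GAP-driven GTP hydrolysis; strong numbers were not always called active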
SV40 large T antigen: SV40 large T antigen inhibitors, biochemical (AID 1903) | SV40 large T antigen ATPase/helicase inhibition assay; higher % means a stronger effect | inhibition, % at 20 µM, or IC50 in µM where a hit was titrated | actives 0.39% (n = 310,000); in the data active = a potency from the dose series; inconclusive = inhibition mostly from about 32% at the one dose, without a potency; inactive = the rest, 99 in 100 with inhibition below about 32%; also: strong numbers were not always called active
bCat nuc transl: beta-catenin nuclear translocation modulation; AID 1665; nuclear translocation activity, % at 5 µM; actives 0.3% (n = 190,000); HeLa beta-catenin nuclear translocation, immunofluorescence imaging;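 active = nuclear translocation activity above 50% at 5 µM, with a well cell count of 50 or more; inconclusive = wells under 50 cells across six images, flagged as toxic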;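 also: per-cell ratio of nuclear to cytoplasmic median beta-catenin stain intensity; plate controls were DMSO negative control for no effect and GSK-3 inhibitor IX positive control for full effect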
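assay system = human HeLa cells, endogenous beta-catenin | times = compound treatment 24 h, 37°C, 5% CO2 | detection = Anti-beta-catenin immunofluorescence on PFA-fixed, Triton-permeabilized cells, DAPI nuclei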
PhoP inhibition: PhoP-dependent GFP reporter repression – Salmonella Typhimurium, primary screen (AID 1863); S. Typhimurium PhoP-regulated promoter GFP reporter, 4 h; higher % means a stronger effect; one-dose inhibition, % at 50 µM; IC50 in µM for titrated hits; actives 0.16% (n = 300,000);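 active = inhibition over 29.93%, a cutoff 3 SD above the screen mean, later confirmed by dose response; inconclusive = inhibition over 29.93% but no dose response follow-up; inactive = inhibition at most 29.93% or unconfirmed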;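 also: 0% = low Mg2+ inducing control and 100% = high Mg2+ repressing control; strong numbers were not always called active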
WT yeast gro inh: growth inhibition of WT yeast, mitochondrial fusion screen. mitochondrial fusion phenotypic screen, WT strain. inhibition, % at 10 µM. actives 2.1% (n = 190,000). AID 1362; in the data active = inhibition above about 58%; tested in S. cerevisiae
RSV CPE inhibition: RSV antiviral activity via CPE protection, HEp-2 cells, primary 10 µM value included (AID 2391); HEp-2 cells, RSV-induced CPE inhibition; higher % means a stronger effect; CPE inhibition, % at 10 µM; hits with a dose series show IC50 in µM; actives 0.13% (n = 310,000); in the data active = a potency from the dose series; inconclusive = CPE inhibition mostly from about 23% at the one dose, without a potency; inactive = the rest, 99 in 100 with CPE inhibition below about 21%; also: strong numbers were not always called active
T cell HTS: T cell immune modulators affecting CD8 T cell-vesicle binding; 2C CD8+ T cell-vesicle binding, flow cytometry; active compounds read low; calls only at 7 µM; actives 0.068% (n = 330,000);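 active = response, share of CD8 T cells binding vesicles, and their 90th percentile fluorescence all below set limits, cut at about 80% in these data, passing the limit was not always enough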
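Test system: purified 2C TCR transgenic mouse naive CD8+ T cells. Probe or stimulus: QL9-peptide-loaded Drosophila micro-vesicles bearing Ld, ICAM-1 and B7-1. Incubation: binding step 1.5 h, 37 °C, antibody labelling 20 min, ice. Measured by: flow cytometry of vesicle-bound cells.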
WT yeast gro inh mutant strain: recorded beside WT yeast gro inh, whose call it bears; inhibition, %; mitochondrial fusion phenotypic screen, mutant strain inhibition
bCat nuc transl cell count 5 µM: recorded beside bCat nuc transl, whose call it bears; cell count; measured here: cell count, cytotoxicity flag
T cell HTS vesicle-bound %: second read-out of T cell HTS, no call of its own (marks repeat the call); double positive events, %; measured here: CD8+ vesicle-bound cell fraction;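 binding gate set so that unloaded-vesicle control wells show 10% double positive cells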
Myeloid diff 2 GFP+ MAC1+ %: second read-out of Myeloid diff 2, no call of its own (marks repeat the call); GFP+ MAC1+ double positive, %; measured here: differentiation confirmed by MAC1 staining
* hit, by the source's call; i = inactive; u = inconclusive; x = not tested or not shown.

SMILES	Myeloid diff 2	Myeloid diff 2 GFP+ MAC1+ %	West Nile antiviral	MgcRacGAP inhibition	SV40 large T antigen	bCat nuc transl	bCat nuc transl cell count 5 µM	PhoP inhibition	WT yeast gro inh	WT yeast gro inh mutant strain	RSV CPE inhibition	T cell HTS	T cell HTS vesicle-bound %
N#CCC(=O)Nc1nc(-c2ccc3c(c2)OCCO3)cs1	i	0.1	0.1%	-2%	8%	-1.1	1049	-8%	6	-2	3.6%	i	26
CCOC(=O)c1sc(NC(=O)CSc2nc(C)cc(C)c2C#N)c(C#N)c1C	i	4.1	-0.1%	5%	0%	1.3	1320	6%	-4	-7	0.6%	i	43
Cn1c(=S)n(CCC(=O)O)c2ccccc21	i	0.1	0.2%	4%	6%	-0.6	1515	0%	-4	13	0.4%	i	20
O=C(/C=C/c1cccc(Br)c1)c1ccc2c(c1)OCO2	x	x	2.3%	7%	7%	x	x	0%	x	x	1.2%	i	14
CCCNC(=O)c1c(N)n(-c2ccc3c(c2)OCO3)c2nc3ccccc3nc12	i	1.3	-0.2%	7%	13%	0.7	769	-10%	x	x	1.1%	i	31
Cc1ccc2nc(NC(=O)CSCC(=O)Nc3cc(C)on3)sc2c1	i	0.2	x	3%	x	x	x	x	x	x	1.4%	i	23
COC(=O)C(C)n1cnc2c(cnn2-c2ccc(Cl)cc2)c1=O (stereo unspecified)	x	x	0.0%	14%	5%	x	x	5%	-12	4	8.4%	i	55
CC(C)CCNC(=O)C1CCC(CNc2c(N3CCCC3)c(=O)c2=O)CC1 (stereo unspecified)	i	0.2	0.4%	12%	11%	-0.7	1372	0%	x	x	-1.2%	i	59
Cc1ccc(-c2ccc(/C=C3\SC(N4CCOCC4)=NC3=O)o2)cc1	u	x	-1.0%	12%	28%	2.2	1042	-3%	13	-14	0.8%	i	37
COc1ccc(OCC(=O)Nc2c(C(=O)N3CCN(C)CC3)oc3ccccc23)cc1	i	0.0	-0.1%	19%	12%	x	x	-6%	x	x	-0.2%	i	46
COc1ccccc1COCC(O)CN1CCN(S(=O)(=O)c2cccc(F)c2)CC1 (stereo unspecified)	i	0.5	x	17%	x	x	x	x	x	x	0.5%	i	40
O=C(Nc1ccc(Br)c(Br)c1)C1CCCO1 (stereo unspecified)	i	0.2	x	x	4%	x	x	x	x	x	1.6%	i	25
CCOC(=O)c1cc2ccccc2n1CCN(CC)CC	i	0.5	0.2%	4%	-2%	-3.8	1342	6%	-5	0	0.5%	i	43
O=[N+]([O-])c1ccccc1OCc1nc(-c2cccs2)no1	i	1.1	0.2%	6%	19%	-1.5	1080	-4%	-5	-22	4.7%	i	5
CCOC(=O)N1CCN(CC(O)COc2ccc(-c3ccccc3)cc2)CC1 (stereo unspecified)	i	0.6	-0.2%	1%	9%	x	x	-1%	x	x	3.7%	i	29
O=C(/C=C/c1ccc(O)c(O)c1)NC(=O)c1ccccc1O	i	3.0	-1.2%	20µM*	6%	x	x	10%	x	x	2.6%	i	37
COc1ccc(C(=O)C(C)N(C(=O)c2ccc(Cl)cc2Cl)N2C(=O)C3C4C=CC(C4)C3C2=O)cc1 (stereo unspecified)	i	0.9	-0.4%	5%	2%	-1.6	1385	2%	32	26	-0.9%	i	32
COc1ccc(NC(=O)CN(c2ccc([N+](=O)[O-])cc2)S(=O)(=O)c2ccccc2)cc1	i	0.0	-1.5%	-7%	-14%	2.6	774	-7%	4	-13	4.3%	i	32
COc1ccccc1C(=O)N1CCN(Cc2cccnc2)CC1	i	0.5	-0.4%	101µM*	2%	x	x	8%	x	x	0.8%	i	20
COc1ccc2c(c1OC)C(=O)N(c1cccc(/C=C/C(=O)O)c1)C2	i	0.5	-0.2%	12%	-1%	x	x	-1%	x	x	0.1%	i	33
CN1CCN(C(=O)/C=C/c2ccc3c(c2)OCO3)CC1	i	1.3	-0.3%	8%	16%	3.5	451	3%	6	3	-0.1%	i	20
C=C(C)C(=O)OCC(O)COc1ccc(C(C)(C)c2ccc(OCC(O)COC(=O)C(=C)C)cc2)cc1 (stereo unspecified)	i	2.7	x	1%	5%	x	x	-7%	x	x	7.4%	i	12
C/C(Cn1nc([N+](=O)[O-])cc1C)=N\NC(=O)c1ccc(O)cc1O	i	0.4	0.1%	8%	14%	0.3	1347	1%	17	22	-0.1%	i	52
COc1ccc(NC(=O)NCCN2CCCCC2)cc1	i	0.8	-1.0%	9%	2%	x	x	3%	x	x	2.1%	i	54
O=C(C1CCCN(Cc2ccccc2Br)C1)N1CCCCC1 (stereo unspecified)	i	1.8	-0.6%	16%	4%	-1.1	1390	8%	13	-9	3.9%	i	58
C[C@@]12C(=O)N(CC3CC3)CC(=O)N1[C@H](C1CC1)[C@@H]1C(=O)N(c3ccccc3)C(=O)[C@@H]12	i	0.9	0.7%	8%	5%	x	x	x	x	x	-0.7%	i	22
O=C(CNC(=O)c1ccco1)OCC(=O)c1ccc2c(c1)CCCC2	i	0.0	-0.4%	2%	1%	-0.9	1405	57%	20	21	3.5%	i	60
CCSc1nc2c(c(=O)[nH]1)C(c1cccnc1)C(C(=O)OC(C)C)=C(C)N2 (stereo unspecified)	i	1.5	1.4%	6%	29%	2.3	1130	4%	-1	-1	2.5%	i	23
CCS(=O)(=O)Nc1ccc(-c2cc(-c3ccccc3)c3cc(C)ccc3n2)cc1	i	1.7	u	-1%	11%	2.7	1160	9%	90*	10*	-2.5%	i	21
O=C(/C=C/c1cccs1)N1CCC2(CC1)Oc1ccc(Cl)cc1C(=O)C21CC(c2ccc(Cl)cc2)=NO1 (stereo unspecified)	i	0.8	-0.1%	4%	5%	x	x	x	x	x	-0.4%	i	48

A second format for some results above.
smiles,Myeloid diff 2,Myeloid diff 2 GFP+ MAC1+ %,West Nile antiviral,MgcRacGAP inhibition,SV40 large T antigen,bCat nuc transl,bCat nuc transl cell count 5 µM,PhoP inhibition,WT yeast gro inh,WT yeast gro inh mutant strain,RSV CPE inhibition,T cell HTS,T cell HTS vesicle-bound %
O=C(Nc1ccc(Br)c(Br)c1)C1CCCO1 (stereo unspecified),i,0.2,x,x,4%,x,x,x,x,x,1.6%,i,25
CCOC(=O)c1cc2ccccc2n1CCN(CC)CC,i,0.5,0.2%,4%,-2%,-3.8,1342,6%,-5,0,0.5%,i,43
O=[N+]([O-])c1ccccc1OCc1nc(-c2cccs2)no1,i,1.1,0.2%,6%,19%,-1.5,1080,-4%,-5,-22,4.7%,i,5
CCOC(=O)N1CCN(CC(O)COc2ccc(-c3ccccc3)cc2)CC1 (stereo unspecified),i,0.6,-0.2%,1%,9%,x,x,-1%,x,x,3.7%,i,29
O=C(/C=C/c1ccc(O)c(O)c1)NC(=O)c1ccccc1O,i,3.0,-1.2%,20µM*,6%,x,x,10%,x,x,2.6%,i,37
COc1ccc(C(=O)C(C)N(C(=O)c2ccc(Cl)cc2Cl)N2C(=O)C3C4C=CC(C4)C3C2=O)cc1 (stereo unspecified),i,0.9,-0.4%,5%,2%,-1.6,1385,2%,32,26,-0.9%,i,32

Remaining list, next part.
SMILES	Myeloid diff 2	Myeloid diff 2 GFP+ MAC1+ %	West Nile antiviral	MgcRacGAP inhibition	SV40 large T antigen	bCat nuc transl	bCat nuc transl cell count 5 µM	PhoP inhibition	WT yeast gro inh	WT yeast gro inh mutant strain	RSV CPE inhibition	T cell HTS	T cell HTS vesicle-bound %
COc1ccc(C(C)=O)c(Oc2nc(CN3CCOCC3)nc3scc(-c4cccs4)c23)c1	i	0.7	0.4%	2%	6%	-3.7	804	-6%	9	-5	1.4%	i	24
Cc1nn(C(=O)N2CCOCC2)c(C)c1CN1C(=O)c2ccccc2C1=O	i	2.9	1.2%	0%	x	x	x	x	x	x	4.4%	i	38
COc1ccc(C(=O)N2CCCCCC2)cc1OC1CCN(C(C)C)CC1	i	0.4	-0.3%	4%	-1%	x	x	-9%	x	x	0.4%	i	40
COC(=O)CCC(=O)OC1(C)C(=O)C2=CN(C3CC3)C(c3ccc(OC)cc3)=CC2=C(Br)C1=O (stereo unspecified)	i	2.5	-0.3%	-3%	28%	x	x	-1%	x	x	0.7%	i	12
Cc1ccc(NC2OC(C(O)CO)C(O)C2O)cc1[N+](=O)[O-] (stereo unspecified)	i	1.0	0.2%	0%	1%	x	x	4%	8	4	0.7%	i	32
COC(=O)c1ccc(C2C(C(=O)Nc3ccc(C)cc3C)=C(C)Nc3ncnn32)cc1 (stereo unspecified)	i	2.2	0.9%	4%	1%	0.8	1146	0%	-4	-3	1.6%	i	43
O=C(NC1CCCC1)C(c1ccncc1)N(C(=O)Cc1cccs1)c1ccccc1 (stereo unspecified)	i	0.1	-0.8%	7%	8%	-2.9	974	0%	0	-9	0.1%	i	63
CCOc1ccccc1NC(C)C(=O)NC(=O)NC1CCCCC1 (stereo unspecified)	i	1.2	x	5%	x	x	x	x	x	x	1.0%	i	45
COc1ccc(C2NC(=O)CS2)cc1 (stereo unspecified)	i	2.1	0.0%	-7%	17%	-3.6	1201	3%	-2	1	0.0%	i	52
Cc1c(Br)c([N+](=O)[O-])nn1CC(=O)N1CCCc2ccccc21	i	1.1	-0.2%	14%	2%	-0.6	1055	-4%	1	7	2.4%	i	20
CC(C)N1CCN(Cc2ccc(-c3ccccc3Cl)o2)CC1CCO (stereo unspecified)	i	0.2	0.7%	4%	1%	4.3	1020	18%	15	0	-1.8%	i	47
CCN(CC)c1ccc(CNc2nc3ccccc3n2C)cc1	i	1.0	0.0%	10%	14%	0.5	1351	x	x	x	-0.1%	i	20
c1ccc(-c2nn3c(-c4ccco4)nnc3s2)nc1	i	0.3	0.1%	5%	-1%	-2.6	980	-6%	2	22	1.2%	i	42
CC(=O)c1cccc(N(CC(=O)Nc2ccccc2C(=O)N2CCCC2)S(C)(=O)=O)c1	i	0.0	0.5%	5%	10%	x	x	-8%	x	x	1.8%	i	45
C=CCNC(=O)NC(=O)CN1C(=O)NC(c2ccccc2)(c2ccccc2)C1=O	i	0.3	-0.6%	6%	4%	x	x	1%	x	x	2.2%	i	45
